p53 reactivator = restores transcriptional activity of mutant p53. Potency, µM (highest dose often 92.2 µM), for inactives: top-dose activity change, positive = activation, most hits filed as activators. H1299 p53-A138V BP100-luciferase reporter, luminescence, 24 h. 0.063% of 320,000 active; note: % of control where 0% means no effect; nearly all actives have a fitted effect of over 45% in size
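p53-null H1299 cells stably carrying temperature-sensitive p53-A138V and a BP100-luciferase reporter were pinned with compounds (4-point, 1:5 series) and held 24 hrs at 37 deg C. Luminescence was read 10 min after detection reagent.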
FLuc counter = counter-screen for miR-21 project: firefly luciferase inhibitors or activators; P08659; purified FLuc, Km substrates, luminescence inhibition; Potency, µM (top dose mostly 57.5 µM), inactives show at the top dose activity change, negative = inhibition, actives largely listed as inhibitors; 6.9% of 360,000 active;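 note: plate controls were vehicle for no effect and reference inhibitor for full effect; nearly all actives have a fitted effect of over 55% in size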
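Purified P. pyralis luciferase (10nM final) with 10uM D-luciferin and 10uM ATP (Km levels) in 50mM Tris acetate pH 7.5, 10mM Mg acetate, 0.01% Tween-20, 0.05% BSA; qHTS 6-point titration, ~60 µM downward; luminescence read.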
RORgamma inh = blocks mouse ROR gamma transcriptional activity. P51450. Drosophila S2 Gal4-RORgamma UAS-luciferase reporter, 20 h. Potency, µM (top dose mostly 53.6 µM), inactives show top-dose activity change, negative = inhibition, hits mostly inhibitors. 5.4% of 310,000 active. AID 2551; note: % is set by controls: 0 for no effect and ±100 for the full control effect; nearly all actives have a fitted effect of over 60% in size
Target sequence (P51450 whole entry, looked up, the tested form may be a part): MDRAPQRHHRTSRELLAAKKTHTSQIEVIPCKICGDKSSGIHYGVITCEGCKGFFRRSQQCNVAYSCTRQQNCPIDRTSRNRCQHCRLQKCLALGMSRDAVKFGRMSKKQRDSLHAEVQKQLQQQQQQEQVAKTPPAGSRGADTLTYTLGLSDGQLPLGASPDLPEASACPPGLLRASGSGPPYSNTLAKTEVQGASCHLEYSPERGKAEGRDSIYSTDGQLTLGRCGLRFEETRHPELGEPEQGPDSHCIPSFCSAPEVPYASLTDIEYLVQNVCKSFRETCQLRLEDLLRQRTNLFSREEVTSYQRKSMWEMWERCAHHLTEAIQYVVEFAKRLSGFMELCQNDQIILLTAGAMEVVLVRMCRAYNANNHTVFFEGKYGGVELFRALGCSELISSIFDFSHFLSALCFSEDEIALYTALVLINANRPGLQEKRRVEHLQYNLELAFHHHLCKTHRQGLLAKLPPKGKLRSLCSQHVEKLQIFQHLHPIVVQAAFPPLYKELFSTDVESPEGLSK
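Schneider cells (Drosophila), stable Gal4 DBD–ROR gamma + UAS-luc; 1 hr cmpd preincubation; Cu2+ induction 700 uM final; 20 hr ambient; luminescence.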
Rab9 prom act = activators of Rab9 promoter | Huh7 Rab9 promoter-luciferase reporter, luminescence, 24 h | Potency, µM (series often up to 9.22 µM), inactives show top-dose activation, negative = inhibition, actives largely listed as activators | 2.8% of 320,000 active | AID 485297; note: % of control where 0% means no effect; nearly all actives have a fitted effect of over 60% in size
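Huh7 cells stably carrying Rab9 promoter–luciferase reporter, plated 1500 cells/well, compound added after 2 h and incubated 24 h at 37 °C; luciferase luminescence then read after 10 min with detection reagent.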
CXXC DNA block = blocks binding of human MLL CXXC domain to DNA; Q03164; MLL-CXXC / FITC-HOXA9 DNA fluorescence polarization; Potency, µM (titrated, usually from 115 µM), for inactives: at the highest dose activity change, negative = inhibition, actives largely listed as inhibitors; 0.037% of 290,000 active; active = well fitted inhibition curve with a large enough effect in the polarisation, with a control signal flat, not every such curve was filed as active; inconclusive = small, poorly fitted or top-dose-only effect, or effect the other way, or a change in a side signal; inactive = no such curve, though single readings can be large or run the other way; the % refers to the polarisation
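Steps: dispense CXXC domain solution (7 uM) → pin compounds or unlabeled HOX-A9 DNA control → 5 min ambient → add FLSN-HOX-A9 solution (50 nM) → spin → 30 min ambient → fluorescence polarization. Tris pH 7.5/NaCl/DTT/BSA buffer.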
uPA generation = blocks generation of uPA at the cell surface | cell surface uPA generation assay, qHTS | Potency, µM (doses to about 38.3 µM), without a hit: at the top dose activity change, negative = inhibition, most hits filed as inhibitors | 0.31% of 330,000 active | AID 540303; active = well fitted inhibition curve with a large enough effect; inconclusive = small, poorly fitted or top-dose-only effect; inactive = no such curve, though single readings can be large or run the other way; tested in mouse RAW 264.7 cells; note: % is set by controls: 0 for no effect and ±100 for the full control effect; nearly all actives have a fitted effect of over 55% in size
BRCA1 expr up = activators of BRCA1 expression. Potency, µM (highest dose often 46.1 µM), for inactives: at the highest dose activation, actives largely listed as activators. MCF7-BRCA1-FFLuc reporter, luminescence, 48 h; response scale: scaled: vehicle 0%, 10 µM genistein 100%. 1.1% of 380,000 active; note: nearly all actives have a fitted effect of over 80% in size; some results filed as inactive show a strong effect at the top dose
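Luminescence from a BRCA1-driven firefly luciferase in MCF7 cells was read after 48 h compound exposure at 37 C. Data normalized against DMSO and a 10microM genistein activation control, then curve-fitted across the titration.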
NPC1 promoter act = activators of NPC1 promoter | Huh7 NPC1 promoter luciferase reporter, 24 h | 2.4% of 320,000 active | Potency, µM (top dose mostly 9.22 µM), without a hit: top-dose activation, most hits filed as activators | AID 485313;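 note: % of control where 0% means no effect; nearly all actives have a fitted effect of over 60% in size; reporter is driven by a mutant NPC1 promoter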
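In 1536-well qHTS, Huh7 cells harboring an NPC1 promoter–luciferase construct received compound for 24 h; activation was quantified by luminescence following luciferase reagent addition.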
ELG1 genotoxic = genotoxicity induction in ELG1-luciferase HEK293T cells. Potency, µM (top dose mostly 46 µM), without a hit: at the highest dose activity change, positive = activation, actives largely listed as activators. 1.3% of 330,000 active. HEK293T ELG1-luciferase reporter, luminescence, 16 h; note: % of control where 0% means no effect; nearly all actives have a fitted effect of over 60% in size
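16 hr compound incubation (37 °C, 5% CO2) of HEK293T cells carrying luciferase-tagged ELG1; luciferase then measured by ONE-Glo luminescence after 30 min at RT.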
Gal4-VP16 FLuc = Gal4-VP16 reporter inhibition counter-screen; Drosophila S2 Gal4-VP16 UAS-luciferase, luminescence, 20 h; Potency, µM (highest dose often 53.6 µM), for inactives: at the top dose activity, negative = inhibition, actives largely listed as inhibitors; 3.5% of 310,000 active; AID 2546;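 note: Gal4-VP16 expression switched on by copper sulfate through the metallothionein promoter; % is set by controls: 0 for no effect and ±100 for the full control effect; nearly all actives have a fitted effect of over 50% in size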
MBNL1-CUG inh = MBNL1-poly(CUG) RNA binding inhibition | 0.036% of 280,000 active | Potency, µM (highest dose often 57.5 µM), for inactives: at the highest dose activity change, negative = inhibition, usual class: inhibitors | TR-FRET MBNL1-His/biotin-(CUG)12 binding, 665/545 ratio | AID 2675; active = well fitted inhibition curve with a large enough effect in the signal ratio, with a control signal flat, not every such curve was filed as active; inconclusive = small, poorly fitted or top-dose-only effect, or effect the other way, or a change in a side signal; inactive = no such curve, though single readings can be large or run the other way; the % refers to the signal ratio; note: % is set by controls: 0 for no effect and ±100 for the full control effect
Target sequence (Q9NR56 whole entry, looked up): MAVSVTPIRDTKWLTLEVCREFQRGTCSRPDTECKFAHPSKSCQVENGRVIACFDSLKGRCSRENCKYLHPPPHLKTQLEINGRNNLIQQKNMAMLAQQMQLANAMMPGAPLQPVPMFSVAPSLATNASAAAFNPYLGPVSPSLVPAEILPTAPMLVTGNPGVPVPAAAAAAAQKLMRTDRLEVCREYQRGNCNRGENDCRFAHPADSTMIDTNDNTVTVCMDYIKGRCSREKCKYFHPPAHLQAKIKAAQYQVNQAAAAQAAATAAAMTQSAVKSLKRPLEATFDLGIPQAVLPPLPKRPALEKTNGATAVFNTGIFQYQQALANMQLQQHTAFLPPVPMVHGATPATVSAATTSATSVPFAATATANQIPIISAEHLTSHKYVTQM
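Compounds (final 92 nM to 58 uM) are added to His-tagged MBNL1 and biotin-(CUG)12, then terbium anti-His antibody and streptavidin-XL665 (5 nM final). After 60 min at room temperature, the 665/545 nm ratio is read.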
An asterisk follows results filed as active; ? = inconclusive; · = not tested or not shown; & = joins results of further samples; [ ] = remark or other dose. Unless noted, calls come from the whole dose curve; as a rule, active = well fitted curve in the direction sought with a large enough effect; inconclusive = small, poorly fitted or top-dose-only effect, or another doubt; inactive = no such curve, though single readings can be large; an effect the other way counts as inactive or inconclusive. Potency is the fitted concentration of half-maximal effect.

SMILES | p53 reactivator | FLuc counter | RORgamma inh | Rab9 prom act | CXXC DNA block | uPA generation | BRCA1 expr up | NPC1 promoter act | ELG1 genotoxic | Gal4-VP16 FLuc | MBNL1-CUG inh
CCCCC(=O)N/N=C/c1ccc(-c2ccc([N+](=O)[O-])cc2)o1 | -1% | 1% | ? | -5% | -6% | -9% | 0% | 1% | -2% | 10% | ?
O=C1CSC(c2ccccn2)N1c1cccc(Cl)c1 (configuration not stated) | 2% | 3% | -6% | 2% | 11% | 3% | 15% | 1% | 2% | 12% | 1%
COCCCNc1oc(COc2ccc(Cl)cc2Cl)nc1C#N | 22% | -10% | ? | 11% | -6% | 2% | 0% | 0% | 1% | ? | 7%
CCSc1nnc(-c2ccc(Cl)cc2)c2ccccc12 | -4% | 0% | -3% | 0% | 11% | -2% | -55% | -1% | 2% | -6% | -4%
O=C1NC(c2ccccc2)=C(c2nc3ccccc3s2)C(c2ccc(O)cc2)N1 (configuration not stated) | -9% | -9% | ? | 0% | 5% | ? | -88%[inhibitor] | 6% | 0% | -22% | 4%
CCOc1ccc(Oc2ccc(NC(=O)[C@@H](NC(N)=O)[C@@H](C)CC)cc2)cc1 | 11% | 1% | 27% | 3% | 15% | -3% | 19% | 7% | ? | -4% | 1%
CCn1nc(NC(=O)c2ccco2)c2cc3ccccc3nc21 | -6% | -5% | 4% | 0% | 18% | -5% | -18% | -2% | -8% | 4% | ?
O=C(NCC(c1ccco1)N1CCc2ccccc2C1)c1ccccc1Cl (configuration not stated) | 12% | 2% | · | -2% | · | -12% | -21% | 6% | -4% | · | ·
COc1ccc(CC(=O)OCC(=O)N2CCCc3ccccc32)cc1 | 1% | 1% | · | -10% | · | 22% | 1% | 0% | -3% | · | ·
O=C(O)/C=C/C(=O)Nc1ccccc1C(=O)Nc1ccccc1 | ? | 2% | 0% | -2% | -3% | -5% | 10% | 0% | 10% | -21% | 3%
COc1ccccc1NC(=O)NCCN1CCN(C(=O)Nc2ccccc2OC)CC1 | 0% | -2% | 6% | -3% | 0% | -9% | -2% | -4% | -2% | -1% | 0%
Oc1c(Cl)cc(Cl)cc1/C=N/c1nccs1 | ? | -5% | 13µM* | -1% | 2% | -2% | -48% | 4% | -6% | ? | -5%
O=C(CSc1nnc(-c2ccc(S(=O)(=O)N3CCCC3)cc2)o1)NCc1ccccc1 | 14% | -3% | 28% | -1% | 1% | -12% | -74% | -9% | 4% | 1% | -18%
CCn1c(NCc2cc(OC)ccc2OC)nc2ccccc21 | ? | ? | -26% | 22% | -5% | 1% | 56% | 17% | 1% | 24% | -13%
COc1ccc(-c2cc(C(=O)N/N=C/c3ccc(OC)c(COCC(F)(F)C(F)F)c3)c3ccccc3n2)c(OC)c1 | -4% | 0% | -5% | -5% | 11% | 5% | -27% | -2% | 3% | -1% | 3%
CCc1cc2c(COC(=O)c3c(C)noc3C)cc(=O)oc2cc1O | 3% | -11% | 18% | 1% | -5% | 1% | 3% | -1% | -7% | 1% | 2%
COC(=O)C(NC(=O)c1ccc(C)cc1)(Nc1cccc(C)n1)C(F)(F)F (configuration not stated) | 4% | 7% | -10% | -6% | 7% | 3% | -22% | -3% | 0% | -9% | 3%
CN(C)CCNC(=O)c1c(O)c2c([nH]c1=O)CCCC2 | -2% | 2% | 26% | 2% | 0% | 14% | 12% | 2% | 2% | -2% | ?
O=C(NCCN1CCOCC1)c1cc(-c2ccco2)on1 | ? | -15% | -18% | 22% | 0% | -9% | 13% | 7% | 7% | 10% | 23%
c1ccc(-c2nccnc2-c2ccccc2)cc1 | -1% | 5% | -8% | 2% | 0% | 0% | -11% | -2% | 0% | -4% | -16%
COCCCNc1nc2nonc2nc1N1C[C@H]2CC[C@H]1C2 | -2% | 1% | -6% | 1% | -14% | -3% | -20% | -1% | 3% | 13% | 10%
CC(C(=O)Nc1ccc(S(=O)(=O)N2CCOCC2)cc1)N1C(=O)C2CC=CCC2C1=O (configuration not stated) | -2% | -1% | -42% | 0% | ? | 1% | -5% | -4% | -2% | 9% | -3%
COC(=O)c1c(NS(=O)(=O)Cc2ccccc2)sc2c1CCCC2 | 6% | 2% | -2% | -5% | -14% | 2% | -13% | 1% | -2% | 2% | -16%
COc1ccc(CC(=O)Nc2cc(S(=O)(=O)N3CCCC3)ccc2Cl)c(OC)c1 | -3% | -2% | · | -12% | · | -5% | -23% | -3% | -5% | · | ·
O=C(CSc1nc2c([nH]c3ccccc32)c(=O)n1-c1ccccc1)NCC1CCCO1 (configuration not stated) | -10% | -4% | 19% | 0% | 3% | 22% | -1% | 2% | -1% | -17% | 13%
COc1ccc(S(=O)(=O)Oc2c(OC)cc(C(=S)N3CCOCC3)cc2OC)cc1 | -16% | ? | -6% | 0% | -6% | 1% | -47% | 3% | -3% | 2% | -4%
O=C(Nc1ccc(C(=O)N2CCCC2)cc1)c1ccc(F)cc1Cl | -7% | -3% | 24% | 4% | 12% | 5% | 8% | -4% | 6% | 0% | 0%
NC(=O)N/N=C/c1c(F)cccc1F | 0% | 0% | -10%[10 µM] | 0% | -2% | -6% | 5% | 0% | 1% | 4% | ·
CS(=O)(=O)N1CCc2cc(C(=O)N3CCN(c4cccc(Cl)c4)CC3)ccc21 | -4% | 2%&0% | ? | 1% | 9% | -5% | -2% | -5% | -10% | -17% | -1%
COc1ccc(/C(C)=N/NC(=O)CNC(=O)Cc2ccccc2)c(OC)c1 | 0% | -1% | -1% | -8% | 4% | 3% | -12% | 7% | 0% | -21% | -9%
COC(=O)c1[nH]c2c(c1C(=O)OC)CCc1ccccc1-2 | -6% | -10% | 32% | -4%[1.84 µM] | 6% | -9% | -57% | 0% | 5% | -5% | ?
COc1ccc(/C=C(/NC(C)=O)C(=O)O)cc1 | 8% | 13% | -13% | 14% | 8% | -2% | -6% | -2% | -5% | -7% | 10%
COc1ccc(-n2c(C)nc3c(cnn3-c3ccc(C)c(C)c3)c2=O)cc1 | ? | ? | 67% | 28% | -5% | 7% | 24% | 26% | -1% | 5% | 17%
COc1ccc(NC(=O)CSc2nc3c(c(=O)n2-c2ccc(F)cc2)SCC3)c(OC)c1 | -14% | 4% | ? | -4% | 19% | 0% | -11% | 1% | 6% | -1%[0.365 µM] | -6%
O=C(NC1CCCCC1)C1(c2ccccc2)CC1(Cl)Cl (configuration not stated) | 4% | -3% | 35% | -1% | 10% | -25% | -17% | -2% | 0% | -10% | -13%
CC1(CCc2ccccc2)NC(=O)N(CC(=O)Nc2ccc3c(c2)OCCO3)C1=O (configuration not stated) | 0% | 4% | 18% | -3% | 16% | -2% | -17% | -6% | -5% | 24% | -1%
CC(C)NC(=O)C(=O)NCCN1CCN(C(=O)c2ccc(C(C)(C)C)cc2)CC1 | -5% | 1% | 9% | -4% | 1% | 2% | 15% | -1% | 1% | -13% | -2%
O=C(NNc1c2ccccc2nc2ccccc12)c1ccccc1O | 4% | ? | 18% | -2% | ? | 3% | -20% | 5% | -7% | -25% | ·
O=C1c2ccccc2NC(c2ccccc2)N1CCCN1CCOCC1 (configuration not stated) | 0% | -1% | -3% | 8% | 4% | -4% | 3% | -2% | 0% | -15% | ·
COc1cccc(-c2ncc3ccccc3c2COC(=O)N(C)C)c1 | -7% | -21% | · | -3% | · | 2% | -2% | -2% | -3% | · | ·
O=C(c1cc(Cl)nc2ccccc12)N1CCc2ccccc2C1 | -2% | -1% | 3% | -5% | -7% | ? | -33% | -4% | -5% | -9% | -19%
CC(C)N(C)C(=O)CCc1nnc(CCc2c[nH]c3ccccc23)o1 | 4% | -16% | 18% | 15% | 3% | -1% | 17% | -1% | 17% | 1% | 2%
Cc1ccnc(SCC(=O)c2cc3ccccc3o2)n1 | 1% | ? | ? | 18% | -4% | 1% | 8.9µM* | 14% | 4% | ? | ?
CN(Cc1ccccc1)C(=O)c1ccc(Cl)c([N+](=O)[O-])c1 | -3% | 3% | ? | -7% | 1% | -2% | -16% | -1% | -2% | 1% | ?
CC1CN(CCCOc2ccc([N+](=O)[O-])cc2)CC(C)O1 (configuration not stated) | -5% | 0% | 32% | -2% | 7% | 2% | -12% | -5% | 0% | -6% | ?
O=C(c1ccncc1)N1CCN(c2ccc(F)cc2)CC1 | 0% | 0% | 20% | -5% | 12% | -3% | -3% | -3% | -1% | 1% | -3%

Compound activity from PubChem.

Not all compounds are listed; the hit share may differ from the screen's.
